# Source: PubChem BioAssay
# HCV core dimer – inhibitors of HCV core protein dimerization, primary screen, biochemical, TR-FRET, high-throughput; TR-FRET GST/Flag-core106 dimerization, 1536-well; inhibition, % at 5 µM; hit rate 0.33% among 300,000; AID 1899, 2009;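 active = inhibition above the mean of all tested compounds plus 3 SD, set per screening campaign, cut at about 45% in these data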
#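 Assay system: GST-tagged and Flag-tagged HCV core protein residues 1-106 / Times: compound-protein-antibody incubation 4 h at 22.5 °C / Signal: time-resolved FRET, ex 340 nm, em 617 and 671 nm / Evaluation: % inhibition based on acceptor/donor emission ratio / Benchmarks: wells lacking GST-core106 and wells with excess unlabelled core106 / Repeats: singlicate, one well per compound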
# procasp3 activ – activators of human procaspase-3 D3A mutant, primary screen, biochemical, absorbance, PC-3 D3A mutant, single concentration | Caspase-3 (Homo sapiens), P42574 | recombinant procaspase-3 D3A, Ac-DEVD-pNA absorbance 405 nm | hit rate 0.11% among 330,000 | activation, % at 8.5 µM;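 active = activation above the mean of all tested compounds plus 3 SD, cut at about 21% in these data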;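 note: 0% = DMSO alone and 100% = DMSO wells spiked with extra 5 µM PC-3 D3A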
#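 Test system: Procaspase-3 D3A mutant, all three cleavage aspartates alanine | Dosing: Single dose, 8.5 µM nominal compound, 0.8% DMSO | Schedule: 1 h preincubation, 2 h reaction | Technique: 405 nm absorbance of p-nitroaniline, reads at 0 and 120 min | Repeats: One well per compound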
# Efflux pump mplx – inhibitors of Candida efflux pumps in yeast, primary screen, S. cerevisiae, Nile Red, multiplex; S. cerevisiae Candida pump triplex; inhibition, % at 10 µM; hit rate 0.44% among 330,000;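 active = plate passing quality check with inhibition over a set limit, or well fluorescence over plate mean plus 4 SD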;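 note: Nile Red retained in pooled yeast measured as flow cytometry median fluorescence; 0% = buffer negative control and 100% = Enniatin B positive control; higher means more Nile Red kept so more efflux inhibition; some compounds called inactive have numbers as strong as hits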
# TPT1 inhibitor – Candida albicans TPT1 enzyme inhibitors, primary screen, biochemical, fluorescence polarization. tRNA 2'-phosphotransferase TPT1 (Candida albicans SC5314). recombinant caTPT1, FP RNA substrate dephosphorylation. inhibition, % at 5 µM. hit rate 0.81% among 300,000. AID 1962, 2009;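 active = inhibition above the mean of all tested compounds plus 3 SD, set per screening campaign, cut at about 24% in these data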;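 note: plate controls were DMSO alone for no effect and ferristatin control at 100 nM for full effect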
# GASC-1 inh – inhibitors of GASC-1 histone demethylase, primary screen, biochemical, fluorescence, DELFIA europium | Lysine-specific demethylase 4C (Homo sapiens), Q9H3R0 | GST-JMJD2C(1-420) H3K9me3 demethylation | inhibition, % at 2.35 µM | hit rate 0.069% among 330,000 | AID 2099, 2009;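 active = more than half of a compound's replicate wells show inhibition beyond 50%, single wells judged on their own value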;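 note: signal counts dimethyl H3K9 product captured on neutravidin plate; 0% = median of DMSO wells and 100% = 0.3 times that DMSO median; strong numbers were not always called active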
# Target sequence (Q9H3R0 1-420 limits assumed): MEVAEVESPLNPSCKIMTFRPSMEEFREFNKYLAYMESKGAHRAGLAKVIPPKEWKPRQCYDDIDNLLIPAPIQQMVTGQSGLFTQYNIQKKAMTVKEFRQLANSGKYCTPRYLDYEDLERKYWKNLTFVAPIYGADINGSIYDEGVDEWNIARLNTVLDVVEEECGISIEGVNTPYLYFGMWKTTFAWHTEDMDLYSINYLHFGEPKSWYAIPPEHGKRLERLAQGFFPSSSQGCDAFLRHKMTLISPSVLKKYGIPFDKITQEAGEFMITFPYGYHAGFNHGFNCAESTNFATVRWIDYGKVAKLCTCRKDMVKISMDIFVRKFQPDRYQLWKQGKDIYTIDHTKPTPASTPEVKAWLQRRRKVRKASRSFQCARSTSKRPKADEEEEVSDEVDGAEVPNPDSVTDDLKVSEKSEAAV
# proCasp7 act – procaspase-7 activators, primary screen, counter-screen for procaspase-3 activator project, biochemical, absorbance, HTS, human. Caspase-7 (Homo sapiens), P55210. recombinant procaspase-7, Ac-DEVD-pNA absorbance 405 nm; D23A/D198A/D206A triple mutant, cannot self-cleave; scale: DMSO 0, 5 µM enzyme 100. activation, % at 8.5 µM. hit rate 0.093% among 330,000;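 active = percent activation above the screen-wide mean plus 3 SD, cut at about 25% in these data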
#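 System: Uncleavable procaspase-7 mutant enzyme; Amount: 2 µM procaspase-7 mutant as dispensed; Schedule: 1 h compound preincubation, 2 h substrate cleavage, 25 °C; Measured by: 405 nm absorbance of p-nitroaniline; Evaluation: percent activation from buffer-corrected 0–120 min absorbance change; Control set: low DMSO alone, high DMSO plus 5 µM PC-7.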
# PP1 counter – PP1-alpha phosphatase inhibitors, primary screen, counter-screen for PP5 inhibitor project, biochemical, fluorescence, OMFP substrate, single point; Serine/threonine-protein phosphatase PP1-alpha catalytic subunit (Homo sapiens), P62136; purified PP1alpha; inhibition, % at 6.7 µM; hit rate 0.9% among 320,000;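 active = inhibition above the mean inhibition of all tested compounds plus 3 SD, computed separately for each screening campaign, cut at about 15% in these data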
# CTSL1 counter – Fasciola hepatica cathepsin L1 inhibitors, primary screen, counter-screen for PFM18AAP inhibitor project, biochemical, QFRET, fluorogenic peptide substrate | recombinant F. hepatica cathepsin L1, Z-Leu-Arg-MCA fluorescence | inhibition, % at 5.96 µM | hit rate 0.49% among 300,000;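 active = inhibition above the mean of all tested compounds plus 3 SD, set per screening campaign, cut at about 17% in these data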;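 note: 0% = plate median of test compound wells and 100% = 1 µM Z-Phe-Ala-diazomethylketone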
# PP5 primary – PP5 phosphatase inhibitors, primary screen, biochemical, fluorescence; Serine/threonine-protein phosphatase 5 (Homo sapiens), P53041; inhibition, % at 6.7 µM; hit rate 0.18% among 320,000; purified PP5c, OMFP substrate fluorescence;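 active = inhibition above the campaign's mean inhibition across all tested compounds plus 3 SD, cut at about 9.5% in these data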;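 note: 0% = DMSO only and 100% = 100 µM cantharidin control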
# Target sequence (P53041 whole entry, looked up): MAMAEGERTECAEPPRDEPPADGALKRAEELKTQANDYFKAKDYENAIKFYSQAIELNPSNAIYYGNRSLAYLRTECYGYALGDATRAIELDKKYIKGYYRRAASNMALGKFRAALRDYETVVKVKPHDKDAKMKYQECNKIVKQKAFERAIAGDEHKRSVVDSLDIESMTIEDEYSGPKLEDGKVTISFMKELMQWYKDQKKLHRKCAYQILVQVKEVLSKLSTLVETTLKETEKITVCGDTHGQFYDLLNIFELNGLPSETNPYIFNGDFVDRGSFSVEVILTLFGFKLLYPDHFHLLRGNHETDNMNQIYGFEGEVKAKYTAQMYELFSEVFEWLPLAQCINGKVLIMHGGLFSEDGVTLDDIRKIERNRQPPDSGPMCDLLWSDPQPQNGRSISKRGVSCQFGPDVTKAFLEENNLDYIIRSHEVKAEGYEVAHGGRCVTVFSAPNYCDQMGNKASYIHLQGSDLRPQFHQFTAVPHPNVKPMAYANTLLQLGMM
# Starred values were filed as active, the others as inactive; i = inactive; nt = not tested or not shown; & = joins results of further samples.
SMILES,HCV core dimer,procasp3 activ,Efflux pump mplx,TPT1 inhibitor,GASC-1 inh,proCasp7 act,PP1 counter,CTSL1 counter,PP5 primary
C=CCC[C@@H](Cc1ccc(F)cc1)C(=O)OC[C@@H](Cc1c[nH]c2ccccc12)NC(=O)[C@@H](CC=C)CC(=O)N(CCO)Cc1ccccc1,nt,6,0.7,nt,-3,-1,nt,nt,nt
C1=CC(c2cc3ccccc3o2)OC(CCc2ccccc2)C1 (stereo unspecified),-5,8,-0.1,-1,10,2,-3,0,0.6
COc1ccc(-c2nc(CN3CCN(C(=O)c4ccco4)CC3)c(C)o2)c(F)c1,-5,-4,-0.1,-1,-11,4,-1,-1,-0.2
COC(=O)C1=C(C)N(c2cc(C)cc(C)c2)/C(=C/c2ccco2)C1=O,8,7,-0.3,1,0,-1,2,-2,3.2
Cn1c(=O)c2c(nc(NCc3cccnc3)n2Cc2cccc(C(F)(F)F)c2)n(C)c1=O,15,2,0.1,-1,1&5,7,1,0,3.3
Cn1c(Sc2ccc(Br)cc2)c(C=O)c2ccccc21,32,4,-0.1,-4,-23,4,0,1,0.5
Cc1cc(N/N=C/c2cccc(Br)c2)nc2ccccc12,-4,-6,-0.1,0,-11,-14,4,2,4.8
COc1ccccc1N1CCN(C(=O)CSc2nc3ccccc3nc2N2CCCCC2)CC1,-3,6,0.0,1,-5,-2,5,1,4.0
CN(C)S(=O)(=O)c1ccc(C(=O)NCC(C)(C)CN=C2NS(=O)(=O)c3ccccc32)cc1,-1,-2,0.0,-3,7,3,0,3,0.8
COc1cccc(C2=CC(c3ccccc3)n3nnnc3N2)c1 (stereo unspecified),-1,10,0.0,1,3,-2,0,1,3.4
Cc1nnc(SCc2ccc([N+](=O)[O-])cc2)o1,2,-4,1.0*,-5,11,5,-3,-1,1.9
O=[N+]([O-])c1cc(Br)cc(/C=N/n2cnnc2)c1O,3,-7,0.0,0,0,0,9,-3,-0.1
CC(NC(=O)COc1ccc(Oc2ccccc2)cc1)C(=O)O (stereo unspecified),-2,3,0.0,1,15,-17,3,2,0.9
COc1cccc(-c2cc(C(=O)Nc3cc(C)n(Cc4ccc(Cl)cc4)n3)no2)c1,1,7,0.0,-4,-31,6,-1,-1,0.4
O=C(CSc1ncnc2ccccc12)NCCc1ccccc1,2,8,0.0,-1,-12,6,-5,7,-0.2
O=C(O)C1C2C=CC(C2)C1C(=O)Nc1ccc(C(=O)N2CCCCC2)cc1 (stereo unspecified),0,4,0.1,0,nt,8,-4,0,-1.1
Cc1ccccc1NC(=O)NCCc1nc2ccccc2[nH]1,2,10,0.1,-4,18,1,-1,1,1.9
Nc1nc(N)nc(-c2ccccc2O)n1,-4,3,-0.2,-5,-3,11,-2,0,-0.1
Cc1cnc(NC(=O)CN2C(=O)C3CC=CCC3C2=O)s1 (stereo unspecified),3,1,0.2,-4,-8,6,-3,0,-4.0
CN(C(=O)CCc1ccccc1F)C1CCCN(Cc2ccccc2F)C1 (stereo unspecified),2,4,0.1,4,-8,-1,-2,6,-1.0
COC(=O)c1ccc(CNC(=O)C2CCC(=O)N(CCCc3ccccc3)C2)cc1 (stereo unspecified),4,-6,0.1,1,5,10,-3,3,2.6
CCC(=O)c1ccc(OCc2ccc(C(=O)OC)cc2)c(OC)c1,5,-6,0.2,0,-5,-2,-1,10,1.0
Cc1ccc(NS(=O)(=O)c2ccc(NC(=O)c3ccc(-c4ccccc4)cc3)cc2)c(C)c1,46*,-8,0.3,-5,5,-1,7,-1,1.2
Cc1cc(-c2nnc(SCC(=O)Nc3ccc(C)c(C)c3)n2N)n[nH]1,5,9,-0.2,-2,1,-5,2,-6,0.1
Cc1ccc(Cn2nnc(C(=O)Nc3cccc(C)c3C)c2N)cc1,1,3,-0.1,0,12,-5,2,2,1.1
CCOC(=O)C(/C(C)=N/NC(=O)C1CC1c1ccccc1)C(C)C (stereo unspecified),1,-2,0.0,-2,-2,5,-2,-3,-0.8
O=c1c(Sc2ccccc2)c(C(F)(F)F)[nH]n1-c1ccccc1,-3,-3,0.2,1,-3,2,5,0,4.8
COc1ccc(-c2nn(CCC#N)cc2C=C(C#N)C#N)cc1,0,-3,0.1,1,-8,-12,-1,2,-0.7
O=C(CC(=O)N/N=C/c1ccc(F)cc1)N/N=C/c1ccc(F)cc1,-2,-5,0.0,1,-1,-8,4,-1,0.8
CCOC(=O)CSc1nc(=O)n2cccc(C)c2n1,3,12,0.0,0,12,-4,0,0,1.4
COc1cc(C2C3C(=O)N(c4ccccc4)C(=O)C3ON2c2ccccc2)ccc1O (stereo unspecified),-1,-1,0.1,-2,1,0,0,-1,3.0
COc1cc(NC(=O)c2cc([N+](=O)[O-])ccc2NC(=O)CNC2CCCCC2C)cc(OC)c1 (stereo unspecified),24,3,0.1,0,-24,6,3,3,2.5
CCOC(=O)C1CCN(C(=O)CC(NS(=O)(=O)c2ccc(OC)cc2)C(C)C)CC1 (stereo unspecified),1,-8,0.1,-4,-4,1,0,3,2.6
Cc1cc(C)cc(NC(=O)Oc2ccccc2N2CCCCC2)c1,2,2,0.0,0,61,10,-6,-1,-2.5
COc1ccc(C(=O)CSc2nc(C(C)(C)C)nc3ccccc23)cc1,18,-4,0.0,1,-10,-19,-2,3,-2.5
Cc1cc(C)c[n+](C(C)C(=O)c2ccc(Cl)cc2)c1 (stereo unspecified),-19,1,0.1,0,-3,-3,-2,-3,2.5
CN1CCCCc2c1nc1c(c2N)CCCC1,2,5,0.6,-1,i,2,-2,-4,2.1
O=[N+]([O-])c1ccc(N/N=C/c2cn(-c3ccccc3)nc2-c2ccccc2)cc1,13,-18,0.1,118*,2,-15,3,2,4.6
Cn1nc(Oc2ncc(C(F)(F)F)cc2Cl)cc1C(F)(F)F,2,-2,0.0,-2,-4,-1,-4,1,-0.7
c1ccc(-c2csc(-c3cccnc3)n2)cc1,0,-7,0.0,2,187,2,1,0,1.2
COc1ccc(CCNC(=O)C(=O)NCc2ccccc2C)cc1OC,-1,8,0.0,-4,1,8,-4,1,-0.5
CC(=O)N(CN1C(=O)C2CC=CCC2C1=O)c1cccc(Cl)c1 (stereo unspecified),-3,2,0.0,-14,-9,20,-5,-1,-1.9
O=c1[nH]c(SCc2ccc(F)cc2Cl)nc2ccccc12,-1,-4,0.0,-3,2,1,-1,-4,2.7
C/C(=N\Nc1cc(-c2ccccc2)nc(-c2ccccc2)n1)c1ccc(O)c(C)c1,-7,-7,-0.3,-2,-6,1,1,0,3.5
Cc1nnc(SCCn2c(N3CCC(C)CC3)nc3c2c(=O)[nH]c(=O)n3C)s1,0,8,0.2,-1,88,3,-2,0,1.5
Cc1ccccc1NC(=O)c1onc2c1CCCC2,-5,2,0.1,-1,-18,1,-1,-2,1.7
O=C(CNC1CCCCCC1)Nc1ccc(S(=O)(=O)NC2CC2)cc1,-1,2,-0.2,-3,-2,7,-2,-3,1.5
Cc1cccc(NC(=O)c2ccc3c(c2)C(=O)N(c2ccccc2C)C3=O)n1,-2,4,-0.1,-1,1,3,3,1,1.2
Cn1nc(C(=O)OCC(=O)Nc2sccc2C(N)=O)c2ccccc2c1=O,6,0,0.0,2,2,7,-1,-4,0.3
CC(C(=O)NC(=O)NC1CCCCC1)N1CCN(C(c2ccccc2)c2ccccc2)CC1 (stereo unspecified),4,5,0.1,0,2,9,-3,-2,-1.4
N#CNC(=Nc1ccc(F)cc1)SCc1ccccc1,3,-7,0.2,-2,42,-8,0,0,-0.1
Cc1ccc2c(c1)N(CC(=O)NCCc1ccc(Cl)cc1)C(=O)c1cccnc1O2,2,-1,-0.1,-39,-6,-2,4,11,-0.3
N/C(=N\OC(=O)c1ccc2c(c1)OCO2)c1cccc([N+](=O)[O-])c1,-10,1,-0.1,-2,1,0,1,-2,-0.2
Cn1c(=O)[nH]c(=O)c2c1nc(N1CCOCC1)n2CCN1CCOCC1,-1,6,0.1,1,6,1,3,-2,0.3
CC(C)[C@H](NC(=O)c1ccco1)C(=O)OCC(=O)N1CCc2ccccc21,-4,-9,-0.1,-6,23,-2,-1,-9,1.9
CC(C)(C)c1ccc(Cn2ccc(-c3ccc4c(c3)OCO4)n2)cc1,5,-3,0.0,-3,9,2,1,4,-0.1
O=C1CC(Nc2ccc(N3CCOCC3)cc2)C(=O)N1c1cccc(C(F)(F)F)c1 (stereo unspecified),4,-6,0.2,-2,6,-16,1,-1,0.8
COc1cccc(-c2cc(CC3(O)CCN(CCCc4ccccc4)CC3)on2)c1,0,-3,-0.1,-2,15,-3,1,-3,0.6
O=C(CCC1CCCCC1)NCc1ccccn1,4,-6,0.1,1,-1,0,3,-2,0.3
CC(C)Oc1ccc(S(=O)(=O)N2CCCCC2)cc1NC(=O)C1CCCC1,nt,-1,0.5,nt,-10,-22,-1,nt,2.5

# (more compounds)
SMILES,HCV core dimer,procasp3 activ,Efflux pump mplx,TPT1 inhibitor,GASC-1 inh,proCasp7 act,PP1 counter,CTSL1 counter,PP5 primary
O=C1N=c2ccc(Br)cc2=C1c1sc(=S)n(NS(=O)(=O)c2ccccc2)c1O,-2,-11,-0.2,-2,-8,-9,3,28*,0.4
Cc1nc(SCC(=O)NC2CCCC2)c2c(C)c(C)sc2n1,6,-3,0.5,-3,-8,1,-1,-2,0.5
CN(C(=O)COC(=O)C1CCN(S(=O)(=O)c2ccc3c(c2)OCCO3)CC1)C1CCS(=O)(=O)C1 (stereo unspecified),-4,11,-0.1,1,3,0,-3,-1,-1.7
Cc1ccc(C(NC(=O)N2CCN(C)CC2)C(Cl)Cl)cc1F (stereo unspecified),-29,-6,-0.2,0,-19,-6,-7,6,3.4
CCOc1ccccc1NC(=O)CSc1nnc(NC(=O)c2ccco2)s1,-2,5,0.1,-2,-1,-1,3,4,3.7

# Not a hit list. About 2.9% of those tested had a hit in this group.
